From PubChem
Rac1 wt GTP bind – wildtype Rac1 GTP binding modulators, primary screen, biochemical, GST-Rac1 beads, flow cytometry, multiplex; Ras-related C3 botulinum toxin substrate 1 (Homo sapiens), P63000; fluorescent GTP binding; actives lie on both sides; 0 = cold GTP competed, 100 = untreated; GTP binding activity (% of control), % at 10 µM; 190,000 compounds, 0.27% hits;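 active means GTP binding activity at least 20 points away from the 100% control level, either lower or higher; inconclusive means compound flagged as likely green fluorescent, judged across all proteins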
HRas wt GTP – modulators of GTP binding to HRas wildtype, primary screen, biochemical, bead-based flow cytometry, multiplex. GTPase HRas (Homo sapiens), P01112. GST-Ras wt beads, Bodipy-FL-GTP binding; actives lie on both sides. GTP binding activity, % at 10 µM. 190,000 compounds, 0.14% hits. AID 759, 2007;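 active means GTP binding activity at least 20% away from the 100% baseline, either lowered as inhibitor or raised as activator; inconclusive means flagged as likely green fluorescent, judged across all proteins in the well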;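 further: 0% = unlabeled GTP competition control and 100% = no-compound control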
Target sequence (P01112 whole entry, looked up): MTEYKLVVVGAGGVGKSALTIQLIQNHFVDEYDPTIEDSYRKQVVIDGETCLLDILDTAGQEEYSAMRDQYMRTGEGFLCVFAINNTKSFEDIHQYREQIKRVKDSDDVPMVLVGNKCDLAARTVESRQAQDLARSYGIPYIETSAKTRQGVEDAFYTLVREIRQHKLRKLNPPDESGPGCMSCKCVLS
Bcl-B Bim block – inhibitors of Bim-Bcl-B binding, primary screen, biochemical, multiplexed, human Bcl-2 family; bead-based flow cytometry, Bim peptide-Bcl-B binding; Bcl-2-like protein 10 (Homo sapiens), Q9HD36; inhibition, % at 10 µM; AID 951, 2007; 190,000 compounds, 0.073% hits;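 further: 0% = tracer peptide without compound and 100% = reference inhibitor peptide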
Target sequence (Q9HD36 whole entry, looked up): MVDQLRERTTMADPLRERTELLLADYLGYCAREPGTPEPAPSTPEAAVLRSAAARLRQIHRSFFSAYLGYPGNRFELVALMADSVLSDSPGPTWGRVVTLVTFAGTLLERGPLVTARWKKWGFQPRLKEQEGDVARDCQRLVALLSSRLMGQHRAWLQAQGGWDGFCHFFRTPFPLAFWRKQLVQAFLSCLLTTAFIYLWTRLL
Bcl-XL Bim block – inhibitors of Bim-Bcl-XL binding, primary screen, biochemical, multiplexed, bead flow cytometry, human Bcl-XL; inhibition, % at 10 µM; Bim peptide-Bcl-XL binding, fluorescence; 190,000 compounds, 0.04% hits; Bcl-2-like protein 1 (Homo sapiens), Q07817; AID 1007, 2008
Bim-Bfl-1 – inhibitors of Bim binding to Bfl-1, primary screen, biochemical, multiplexed, bead-based flow cytometry; Bcl-2-related protein A1 (Homo sapiens), Q16548; Bim-Bfl-1 binding inhibition; inhibition, % at 10 µM; 190,000 compounds, 0.12% hits; AID 1008, 2008;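 further: 0% = wells without compound plus tracer and 100% = blocker peptide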
Rab2 wt GTP – modulators of GTP binding to Rab2A wildtype, primary screen, biochemical, dog, bead-based flow cytometry, multiplex | 190,000 compounds, 0.19% hits | GST-Rab2 wt beads, Bodipy-GTP binding | Ras-related protein Rab-2A (Canis lupus familiaris), P61105 | GTP binding activity, % at 10 µM | AID 760, 2007;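 active means GTP binding activity at least 20 points away from 100%, either lowered or raised; inconclusive means signal likely due to the compound's own green fluorescence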;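 further: 0% = beads with excess unlabeled GTP and 100% = no-compound control corrected for plate trend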
Bim-Bcl-W – inhibitors of Bim binding to Bcl-W, primary screen, biochemical, multiplexed, bead-based flow cytometry; inhibition, % at 10 µM; Bcl-2-like protein 2 (Homo sapiens), Q92843; AID 952, 2007; 190,000 compounds, 0.02% hits; Bim peptide-Bcl-W binding;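 further: 0% = bound tracer without compound and 100% = peptide blocker; higher means less fluorescent Bim peptide bound to Bcl-W beads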
Target sequence (Q92843 whole entry, looked up): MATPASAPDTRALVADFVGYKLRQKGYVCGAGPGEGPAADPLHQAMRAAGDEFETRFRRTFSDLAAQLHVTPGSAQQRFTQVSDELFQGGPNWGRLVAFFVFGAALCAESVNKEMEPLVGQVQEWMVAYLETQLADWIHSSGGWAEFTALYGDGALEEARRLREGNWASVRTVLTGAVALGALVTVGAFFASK
Rab7 wt modul – modulators of GTP binding to Rab7, primary screen, biochemical, wildtype, multiplex bead flow cytometry | 190,000 compounds, 0.055% hits | GTP binding activity (percent of control), % at 10 µM | GST-Rab7 beads, fluorescent GTP binding; actives lie on both sides; untreated = 100%, excess cold GTP = 0% | Rab7 GTPase wild type (dog), Bodipy-FL-GTP binding;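 active means fluorescent GTP binding to Rab7 beads changed by at least 20 points from the 100% baseline, either direction, mostly lower; inconclusive means compound itself probably fluorescent, or too few beads counted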;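 further: median green fluorescence of bound Bodipy-FL-GTP per Rab7 bead population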
Rac1 act GTP bind – GTP binding modulators of activated mutant Rac1, primary screen, biochemical, bead-based flow cytometry, multiplex, fluorescent GTP. GST-Rac1 activated beads; actives lie on both sides; 100% means binding = to untreated wells. percent activity (GTP binding), % at 10 µM. 190,000 compounds, 0.11% hits. AID 764, 2007;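 active means GTP binding at least 20 percentage points away from the 100% baseline, in either direction, so actives lie on both sides; inconclusive means Compound likely fluorescent itself, or too few beads counted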
Cdc42 wt GTP – modulators of GTP binding to wildtype Cdc42, primary screen, biochemical, multiplex bead flow cytometry, Bodipy-GTP; GST-Cdc42 beads; actives lie on both sides; percent activity (GTP binding), % at 10 µM; 190,000 compounds, 0.2% hits; AID 761, 2007;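 active means percent activity GTP binding at least 20 points away from the 100% baseline, either down as inhibitor or up as activator; inconclusive means compound flagged as likely green fluorescent from well-wide comparison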;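 further: median bead fluorescence of bound Bodipy-FL-GTP at 100 nM; 0% = excess unlabeled GTP control and 100% = no compound control; below 100% means less GTP binding so inhibitor and above means activator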
Target sequence (P60953 whole entry, looked up): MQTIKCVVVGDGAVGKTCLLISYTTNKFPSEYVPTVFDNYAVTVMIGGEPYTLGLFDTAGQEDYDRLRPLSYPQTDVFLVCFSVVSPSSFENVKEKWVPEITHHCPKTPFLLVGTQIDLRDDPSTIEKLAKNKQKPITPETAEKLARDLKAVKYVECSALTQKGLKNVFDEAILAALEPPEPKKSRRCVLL
Bcl-2 Bim block – inhibitors of Bim-Bcl-2 binding, primary screen, biochemical, multiplexed, human Bcl-2 family. Bead-based flow cytometry, Bim peptide-Bcl-2 binding. inhibition, % at 10 µM. Apoptosis regulator Bcl-2 (Homo sapiens), P10415. 190,000 compounds, 0.06% hits; in the data active means inhibition above about 40%; inconclusive means no clear call, values can overlap the other calls;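 further: 0% = no compound wells with probe peptide and 100% = reference peptide inhibitor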
Target sequence (P10415 whole entry, looked up): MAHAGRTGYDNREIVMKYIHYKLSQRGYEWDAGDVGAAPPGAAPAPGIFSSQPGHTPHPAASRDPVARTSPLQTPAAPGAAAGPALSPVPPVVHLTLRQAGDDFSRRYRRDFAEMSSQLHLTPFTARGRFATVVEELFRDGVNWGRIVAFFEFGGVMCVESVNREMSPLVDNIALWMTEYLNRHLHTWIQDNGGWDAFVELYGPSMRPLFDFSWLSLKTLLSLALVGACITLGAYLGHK
The depositor's hits bear a star; ? = inconclusive; [ ] = another dose, or the depositor's remark. Unless noted, no stated cut-off is given here; in the data, active means inhibition above about 40%. Rows were taken by chance; 0.62% or so of the library scored in one or more.

SMILES	Rac1 wt GTP bind	HRas wt GTP	Bcl-B Bim block	Bcl-XL Bim block	Bim-Bfl-1	Rab2 wt GTP	Bim-Bcl-W	Rab7 wt modul	Rac1 act GTP bind	Cdc42 wt GTP	Bcl-2 Bim block
CCN1CC=C2C(C#N)=C(N)C(C#N)(C#N)[C@H](c3ccoc3)[C@H]2C1	102	101	-1	-1	0	100	-2	98	102	102	0
CCN(CC)C(=O)c1ccc2c(c1[N+](=O)[O-])C(=O)c1ccccc1C2=O	93	83	-14	-13	-17	87	-8	84	91	98	-8
Cc1ccc2[nH]cc(CCNC(=O)CN3C(=O)c4ccccc4C3=O)c2c1	101	101	-5	-2	-9	100	-4	103	98	98	-3
Cc1cc(C)c2c(n1)sc1c(O)cc(=O)[nH]c12	107	100	-3	-2	-7	103	3	100	102	104	-6
O=C(NC(Cc1c[nH]c2ccccc12)C(=O)N/N=C/c1ccc(Cl)cc1)c1cccs1 (stereo not given)	104	101	0	1	-4	102	3	109	97	99	0
CCN1CCCc2cc(CN(CCN3CCOCC3)C(=S)Nc3cc(F)cc(F)c3)ccc21	100	101	-10	-7	-4	102	-5	112	97	97	-7
COc1cc(NS(=O)(=O)c2ccc(C)cc2)c2ncccc2c1	101	101	-8	-3	-12	101	0	98	99	102	-7
CCOc1ccccc1-c1nc(C(N)=O)c2[nH]c(=O)n(-c3cccc(C)c3)c2n1	96	95	-3	1	-5	93	1	94	95	93	0
Cn1c(=O)c2c(ncn2CC(=O)OCC(=O)NC2CCCc3ccccc32)n(C)c1=O (stereo not given)	109	103	-7	-1	-7	101	3	103	102	102	-6
COc1ccccc1CC(=O)N1CCN(c2cccc(C(F)(F)F)c2)CC1	103	103	-6	-3	-1	104	-3	99	100	105	0
Cc1cccc(Cn2cc(SCC(=O)Nc3nccs3)c3ccccc32)c1	104	100	-4	-4	-11	102	0	97	99	100	-4
CC(C)OC(=O)CC(=O)CSc1nc(-c2ccc(F)cc2)cc(-c2ccccc2)c1C#N	101	98	-5	0	1	97	0	95	100	97	3
CCOc1nc(C)ccc1-c1noc(CC)n1	104	103	0	-1	0	99	1	100	97	99	5
O=C(c1cccc(-c2nnc(-c3ccccc3)o2)c1)N1CCCCC1	103	101	0	0	0	103	0	105	96	100	-3
CN(C)CCNC(=O)Nc1ccc(F)cc1F	103	103	-2	0	-4	104	0	106	98	96	-2
COc1ccc(CC(=O)NNc2ncnc3c2cnn3-c2ccc(C)cc2)cc1	101	98	2	-1	6	99	7	99	98	99	2
Cc1cc(/C=C2/NC(=O)NC2=O)c(C)n1-c1ccc(C#N)cc1	104	101	-1	-1	-7	104	-5	105	99	100	0
COc1ccc(NC(=O)CSc2n[nH]c(-c3ccco3)n2)cc1	104	99	-6	-4	-12	97	-3	99	96	98	-11
COc1cccc(C(=O)NCC(=O)N/N=C(C)\C=C\c2ccccc2)c1	104	98	3	1	3	101	2	98	100	101	3
Cc1c(C(=O)Nc2cccc(-c3nnc4n3CCCCC4)c2)oc2ccccc12	98	97	-3	0	-9	97	0	99	96	97	-5
Cc1cc(C)c(C)c(C(=O)c2ccccc2C(=O)O)c1C	150*[activator]	120*[activator]	-4	-9	-7	123*[activator]	-7	119	129*[activator]	132*[activator]	-6
CCOC(=O)C(=CNc1cccc(C)n1)C(=O)OCC	108	103	0	1	2	104	1	102	102	106	-1
CC12CCC(c3c(C(=O)N4CCOCC4)nn(-c4ccccc4)c31)C2(C)C (stereo not given)	95	99	0	3	-3	98	0	106	95	99	-3
CCOC(=O)CNc1c(-c2ccc(O)cc2)nc2ccc(Cl)cn12	96	98	1	-2	0	95	0	97	97	95	-1
CC(C)NC(=O)c1ccccc1NC(=O)c1ccccc1N(C)S(C)(=O)=O	103	105	-4	-2	1	103	-3	102	100	105	1
O=C1NC(CCc2ccccc2)C(=O)N1Cc1cccc2ccccc12 (stereo not given)	102	99	3	2	7	99	0	97	101	99	5
CCCCC(=O)Nc1ccccc1C(=O)OCC(=O)c1ccc2c(c1)OCCO2	103	99	-3	-2	-1	97	-3	100	99	99	-4
CC1=Nn2c(nnc2-c2ccccc2)SC1	105	100	-10	-8	-12	99	-2	98	100	104	-10
Cn1cc(CNCc2ccc(OC(F)(F)F)cc2)c(-c2ccc3c(c2)OCCO3)n1	100	98	-6	-3	-7	100	-2	104	95	99	-7
COc1ccc(CCNc2ccc(N3C(=O)CC(C)C3=O)cc2[N+](=O)[O-])cc1OC (stereo not given)	101	98	-7	-2	-2	101	-2	108	101	106	1
O=C(NCCN1CCN(c2ccccc2)CC1)C1CCN(S(=O)(=O)c2cccc3nonc23)CC1	98	99	-13	-3	-7	97	-3	96	93	94	-8
Cc1ccc(S(=O)(=O)N(Cc2ccccc2)Cc2ccco2)cc1	96	102	-1	0	-2	100	-1	98	99	100	-2
CCOc1ccc2ccccc2c1C(=O)N1CCN(c2ccccc2)CC1	101	101	-4	0	-8	98	2	99	100	101	-2
CCCC(C)NC(=O)CSc1nnc(-c2c[nH]c3ccccc23)o1 (stereo not given)	92	98	-1	2	-6	96	0	102	90	94	-3
CCOC(=O)c1sc(NC(=O)C(C)Sc2nnc(N)s2)nc1C (stereo not given)	98	98	-3	-1	-6	100	1	102	98	100	-2
Cc1cc(N2CCCC2=O)c(N)cc1N	?	?	0	-12	0	?	0	?	?	?	5
COc1ccc(C(=O)/C=C/c2ccc(N3CCCCC3)c([N+](=O)[O-])c2)c(OC)c1	95	96	-8	-10	-10	95	-5	98	93	97	-6
CC1CCC(=NNC(=O)Cc2cccn2C)CC1 (stereo not given)	101	97	-1	-1	3	99	2	99	96	98	2
Cc1cc(C)c(NC(=O)COC(=O)/C=C/c2cccs2)c(C)c1	99	98	-3	-1	-3	95	-1	99	97	98	0
Cc1ccc(/C(N)=N/OC(=O)Cc2cccc3ccccc23)cc1	99	95	-4	-3	-6	95	-1	97	96	97	-2
O=C(CN1CCN(C(=O)c2cccs2)CC1)Nc1ccc(Br)cc1	106	102	-3	-5	-7	99	5	96	100	104	-5
COCCCNC(=O)C1CCN(c2nc(C)cc(C)n2)CC1	?	?	0	-1	0	?	0	?	?	?	-1
NC(=O)c1cc([N+](=O)[O-])ccc1NCc1cccnc1	101	103	-6	0	-4	103	-6	110	101	102	-1
CCCN(CC(=O)Nc1ccc(Cl)cc1Cl)C(=O)/C=C/c1cccc([N+](=O)[O-])c1	100	96	1	3	0	98	2	97	96	99	-2
O=C(Nc1ccc(Cl)cc1C(F)(F)F)C(Sc1nnc(-c2cccs2)o1)c1ccccc1 (stereo not given)	103	100	3	0	6	98	1	102	98	97	3
Cc1cc(NCCCN2CCOCC2)n2c(nc3ccccc32)c1C#N	93	93	0	-2	0	89	-2	95	94	93	-3
CCNC(=O)C1CC(=O)N(Cc2ccc3c(c2)OCO3)C(=Nc2ccc(OCC)cc2)S1 (stereo not given)	101	101	-2	-4	-9	101	4	103	98	99	2
Cc1c(OCc2ccccc2)cccc1OCc1ccccc1	105	100	0	-5	-1	101	-2	92	101	104	0
COC(=O)c1c(NC(=O)COC(=O)[C@@H](NS(=O)(=O)c2ccccc2)C(C)C)sc2c1CCC2	106	104	0	-1	1	103	-5	102	98	100	-3
CN(C)CCN1C(=O)C(=O)/C(=C(/O)c2ccc(F)cc2)C1c1ccccc1F (stereo not given)	102	97	-3	-8	-17	98	-5	97	97	98	-3
CC(=O)c1cccc(NC(=S)NCc2ccco2)c1	98	94	-14	-5	-7	95	0	94	96	98	0
CC(c1ccco1)N(C(=O)C12CC3CC(CC(C3)C1)C2)c1ccccn1 (stereo not given)	100	99	-5	-8	-6	96	-2	95	97	97	-8
Cc1cc(C)c(C(=O)CSc2nnc(-c3ccccc3Br)o2)cc1C	97	96	-3	-1	-11	97	0	97	94	98	-4
COc1ccc(CCNC(=O)COc2ccc(S(=O)(=O)NC(C)C)cc2)cc1OC	101	98	-6	-3	-8	97	2	98	98	98	-4
CC1=NCCN1S(=O)(=O)c1ccccc1[N+](=O)[O-]	108	102	-5	-2	-4	104	-4	108	102	103	-1
Cc1cccc2c1-c1sc(C(=O)Nc3nccs3)cc1CO2	95	98	7	16	13	97	11	98	95	96	7
COC(=O)c1ccc(C2/C(=C(\O)c3ccc(OC)c(C)c3)C(=O)C(=O)N2c2cc(C)on2)cc1 (stereo not given)	104	99	-8	-7	-8	99	-4	99	98	105	-6
Cc1ccc(NC(=O)C(=O)N2CCCC2)cc1Cl	104	102	-18	-12	-6	101	-4	96	101	100	-17
CCOC(=O)c1c(-c2cccc(N)c2)cn2ccccc12	98	99	17	-1	-5	97	0	96	97	97	0
CCOc1ncccc1C(=O)NCc1cccc(OC)c1	104	104	-5	-7	-9	106	-5	100	105	99	-8

More compounds:
SMILES	Rac1 wt GTP bind	HRas wt GTP	Bcl-B Bim block	Bcl-XL Bim block	Bim-Bfl-1	Rab2 wt GTP	Bim-Bcl-W	Rab7 wt modul	Rac1 act GTP bind	Cdc42 wt GTP	Bcl-2 Bim block
Cc1ccc(NC(=O)c2snc3ccc(Cl)cc23)cc1C	105	103	-11	-7	-15	100	-4	101	101	104	-12
CCOC(=O)c1nnc(-c2ccccc2)nc1Sc1ccccc1Cl	100	99	-4	0	-9	98	5	98	95	96	-7
CC(=O)N(Cc1ccccc1)c1ccc(C(=O)O)cc1	98	99	0	1	-2	98	0	98	96	102	-1
COC(=O)c1ccc(OCc2nc(N)nc(N3CCOCC3)n2)cc1	105	101	-3	-1	-8	99	0	101	100	103	-7
CCc1ccccc1NC(=O)CC1CS(=O)(=O)CC1CC(=O)Nc1ccccc1CC (stereo not given)	105	102	-9	-9	-9	102	-4	102	103	101	-5
